Screening data: PubChem BioAssay, National Center for Advancing Translational Sciences (NCATS)
GLP-1R agonist – qHTS of GLP-1 Receptor Agonists. HEK293 GLP-1R CRE-luciferase, luminescence, 4-6 h; cells express a hypersensitive GLP-1R form. 380,000 compounds, 0.007% hits. Potency, µM (highest dose often 45.6 µM), inactives show top-dose activation, most hits filed as activators. AID 624172, 2012. Glucagon-like peptide 1 receptor (Homo sapiens), P43220; further: potency means the concentration at half of the fitted maximal effect; % of control where 0% means no effect
Target sequence (P43220 whole entry, looked up): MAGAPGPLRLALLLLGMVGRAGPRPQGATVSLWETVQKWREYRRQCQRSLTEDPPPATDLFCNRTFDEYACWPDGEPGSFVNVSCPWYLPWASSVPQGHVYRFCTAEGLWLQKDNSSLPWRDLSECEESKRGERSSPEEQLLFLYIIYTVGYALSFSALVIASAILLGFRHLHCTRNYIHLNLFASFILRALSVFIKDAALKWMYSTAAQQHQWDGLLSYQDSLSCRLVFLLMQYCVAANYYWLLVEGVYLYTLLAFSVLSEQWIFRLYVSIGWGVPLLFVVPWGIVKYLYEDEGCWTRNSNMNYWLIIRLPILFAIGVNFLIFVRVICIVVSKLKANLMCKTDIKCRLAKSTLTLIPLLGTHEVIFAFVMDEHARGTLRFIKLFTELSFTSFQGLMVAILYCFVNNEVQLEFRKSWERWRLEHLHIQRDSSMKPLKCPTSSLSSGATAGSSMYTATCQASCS
D3 antag – qHTS of D3 Dopamine Receptor Antagonist: qHTS | D(3) dopamine receptor (Homo sapiens), P35462 | D3R cells, DiscoveRx beta-arrestin luminescence, antagonist mode; active compounds read low | max response, negative = inhibition, % | 360,000 compounds, 2.5% hits; in the data active means max response below about -50%; inconclusive means no clear call, values can overlap the other calls; further: on the % scale 0 is the no-effect control and ±100 the full control effect; mostly tested at two doses, the higher about 12 µM
Target sequence (P35462 whole entry, looked up): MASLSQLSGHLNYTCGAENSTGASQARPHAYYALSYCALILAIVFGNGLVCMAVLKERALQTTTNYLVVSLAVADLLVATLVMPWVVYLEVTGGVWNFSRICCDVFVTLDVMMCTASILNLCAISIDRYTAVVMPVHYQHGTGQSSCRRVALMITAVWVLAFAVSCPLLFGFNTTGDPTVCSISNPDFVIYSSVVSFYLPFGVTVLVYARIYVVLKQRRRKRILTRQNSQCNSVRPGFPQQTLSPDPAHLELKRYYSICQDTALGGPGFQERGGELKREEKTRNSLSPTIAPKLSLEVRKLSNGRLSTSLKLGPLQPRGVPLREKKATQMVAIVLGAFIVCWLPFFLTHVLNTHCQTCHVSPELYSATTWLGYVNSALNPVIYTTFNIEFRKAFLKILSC
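Cells expressing the human receptor were seeded at 1500 cells/well, incubated overnight at 37 degrees C in 5% CO2, then exposed to library compounds with dopamine controls for 90 minutes at 37 degrees C before luminescent detection.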
KB-V1 MDR tox – qHTS assay for MDR1-selective chemotherapeutics: Primary screen using the drug-selected MDR subline cells KB-V1 | Potency, µM (top dose mostly 46.1 µM), without a hit: at the top dose activity change, negative = cytotoxicity, hits mostly cytotoxic | KB-V1 MDR cells viability, CellTiter-Glo, 72 h | 400,000 compounds, 3.4% hits; further: potency means the concentration at half of the fitted maximal effect; on the % scale 0 is the no-effect control and ±100 the full control effect; nearly all actives have a fitted effect of over 60% in size
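Drug-selected KB-V1 cells, grown in DMEM lacking phenol red with 10% FBS, receive compound titrations; after three days at 37 degrees C, surviving cell ATP is quantified by CellTiter-Glo luminescence and responses normalized and curve-fitted.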
HT1080-NT tox – qHTS for induction of synthetic lethality in tumor cells producing 2HG: qHTS for the HT-1080-NT fibrosarcoma cell line | AID 686970, 2013 | 360,000 compounds, 1.6% hits | HT-1080-NT fibrosarcoma viability, CellTiter-Glo ATP luminescence, 48 h | Potency, µM (highest dose often 46.1 µM), for inactives: at the highest dose activity, negative = less viability, most hits filed as cytotoxic;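 further: NT is the 2HG producing partner of a matched IDH1 knockdown line; potency means the concentration at half of the fitted maximal effect; 0% = DMSO-treated cells and -100% = media-only wells without cells; nearly all actives have a fitted effect of over 55% in size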
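Read-out is CellTiter-Glo luminescence after 10 minutes at room temperature, following 48 hours' compound treatment of HT-1080-NT cells (750 cells/well, RPMI, 5% FBS, 37 degrees C).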
SW480 rereplic – A quantitative high throughput screen for small molecules that induce DNA re-replication in SW480 colon adenocarcinoma cells | Potency, µM (highest dose often 46.1 µM), inactives show at the highest dose re-replication activation, actives largely listed as activators | 340,000 compounds, 1.8% hits | SW480 DNA re-replication, Hoechst DNA content imaging, 48 h; further: potency means the concentration at half of the fitted maximal effect; % of control where 0% means no effect; nearly all actives have a fitted effect of over 55% in size
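First, 250 cells per well were seeded. Next, compound or vehicle (23 nL) was pinned in, plates sat 48 hr at 37 C. Finally Hoechst was added for 40 min before fluorescence scanning.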
KB-3-1 tox – qHTS assay for MDR1-selective chemotherapeutics: Primary screen using the parental adenocarcinoma cell KB-3-1 | KB-3-1 viability, CellTiter-Glo ATP luminescence, 72 h | Potency, µM (series often up to 46.1 µM), inactives show at the highest dose activity change, negative = cytotoxic, most hits filed as cytotoxic | 400,000 compounds, 1.4% hits; further: potency means the concentration at half of the fitted maximal effect; on the % scale 0 is the no-effect control and ±100 the full control effect; nearly all actives have a fitted effect of over 60% in size
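Here the drug-naive KB-3-1 line serves as comparator for MDR sub-line selectivity; cells received compound titrations, 72 h at 37 °C, then CellTiter-Glo readout.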
D3 ag – qHTS of D3 Dopamine Receptor Agonist: qHTS | D(3) dopamine receptor (Homo sapiens), P35462 | D3R DiscoveRx beta-arrestin cells, luminescence, 90 min | max activation, % | 410,000 compounds, 0.58% hits; in the data active means max activation above about 30%; further: 0% is about no effect; mostly tested at two doses, the higher about 12 µM
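Cells at 1500/well, incubated overnight, then treated with pinned compounds (dopamine as control) for 90 min at 37 degrees C. DiscoveRx reagent added for 30 - 60 minutes at room temperature; luminescence read.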
IL-1B inflam inh – qHTS for Inhibitors of Inflammasome Signaling: IL-1-beta AlphaLISA Primary Screen; activity change, % at 57.5 µM; THP-1 LPS/ATP IL-1B secretion, AlphaLISA, 16 h; active compounds read low; 360,000 compounds, 4.7% hits; in the data active means activity change below about -50%; inconclusive means mostly about -30% to -49%; further: on the % scale 0 is the no-effect control and ±100 the full control effect
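Secreted IL-1B measured by AlphaLISA bead assay after 16 h compound exposure of THP-1 cells; compounds (final up to 57.5 uM) added 1 h before LPS (250 ng/mL) and ATP (1.25 mM) stimulation; lower signal means less secretion.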
HT1080 IDH1KD tx – qHTS for induction of synthetic lethality in tumor cells producing 2HG: qHTS for the HT-1080-IDH1KD cell line. HT-1080 IDH1 knockdown viability, ATP luminescence, 48 h. Potency, µM (doses to about 46.1 µM), for the others: at the highest dose activity, negative = toxicity, usual class: cytotoxic. 360,000 compounds, 2% hits;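 further: potency means the concentration at half of the fitted maximal effect; 0% = DMSO wells and -100% = cell-free medium wells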
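Viability of IDH1-knockdown HT-1080 fibrosarcoma cells was assessed by CellTiter-Glo after 48 h at 37 °C with titrated compound; concentration-effect curves were classified by fit quality and response size.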
The depositor's hits bear a star; [ ] = remark or other dose. Unless noted, the call rests on the fitted dose curve; in most records, active means well fitted curve in the direction sought with a large enough effect; inconclusive means small, poorly fitted or top-dose-only effect, or another doubt; inactive means no such curve, though single readings can be large; an effect the other way counts as inactive or inconclusive. Outcome played no part in choosing rows. Share with any hit: about 12%.

Cc1nn(CC(=O)N(CC(C)C)C2CCS(=O)(=O)C2)c(C)c1[N+](=O)[O-] (configuration not stated) was read as GLP-1R agonist 7%, D3 antag -30, KB-V1 MDR tox 9%, HT1080-NT tox 0%, SW480 rereplic -3%, KB-3-1 tox inconclusive, D3 ag -6, IL-1B inflam inh 6 and HT1080 IDH1KD tx 10%.
Cn1nc([N+](=O)[O-])nc1Oc1ccc(C(C)(C)C)cc1 was read as GLP-1R agonist 2%, D3 antag 3, KB-V1 MDR tox 15µM*, HT1080-NT tox 5%, SW480 rereplic -2%, KB-3-1 tox -16%, D3 ag 1, IL-1B inflam inh -22 and HT1080 IDH1KD tx 18%.
COC(=O)c1ccc(NC(=O)CSc2nnc3c4ccccc4n(C(C)C)c3n2)cc1 was read as GLP-1R agonist -4%, KB-V1 MDR tox inconclusive, KB-3-1 tox 6% and D3 ag 5.
CCC1(c2ccccc2)NC(=O)N(CC(=O)Nc2ccccc2C(=O)NC2CC2)C1=O (configuration not stated) was read as GLP-1R agonist -4%, D3 antag 10, KB-V1 MDR tox 3%, HT1080-NT tox 1%, SW480 rereplic inconclusive, KB-3-1 tox 8%, D3 ag 12, IL-1B inflam inh 15 and HT1080 IDH1KD tx 3%.
`CC(C)CN(C(=O)CSc1nnc(-c2ccco2)o1)c1c(N)n(Cc2ccccc2)c(=O)[nH]c1=O` gave GLP-1R agonist 5%, D3 antag 4, KB-V1 MDR tox 1%, HT1080-NT tox -2%, SW480 rereplic -1%, KB-3-1 tox 1%, D3 ag 8, IL-1B inflam inh -15 and HT1080 IDH1KD tx 0%.
For O=C(O)c1cccc(-n2cccc2/C=C2/SC(=O)N(CC(=O)N3CCCC3)C2=O)c1 the results were GLP-1R agonist 0%, D3 antag 6, KB-V1 MDR tox 2%, HT1080-NT tox 1%, SW480 rereplic -9%, KB-3-1 tox 25%, D3 ag 23, IL-1B inflam inh 13 and HT1080 IDH1KD tx -9%.
Screening O=C1CC(c2ccccc2)CC(O)=C1C=NCCN1CCN(C(=O)Nc2ccccc2)CC1 (configuration not stated) returned GLP-1R agonist -8%, D3 antag 11, KB-V1 MDR tox 2%, HT1080-NT tox -10%, SW480 rereplic -9%, KB-3-1 tox 19%, D3 ag -7, IL-1B inflam inh 32 and HT1080 IDH1KD tx 5%.
Screening Cc1cc(=O)[nH]c(SCC(=O)N2CCCC(C)C2)n1 (configuration not stated) returned GLP-1R agonist 0%, D3 antag -17, KB-V1 MDR tox 0%, HT1080-NT tox 13%, SW480 rereplic -3%, KB-3-1 tox 1%, D3 ag -9, IL-1B inflam inh 17 and HT1080 IDH1KD tx 11%.
`O=C(COC(=O)COc1ccccc1[N+](=O)[O-])NC1CCCC1` gave GLP-1R agonist -8%, D3 antag 11, KB-V1 MDR tox -9%, HT1080-NT tox 5%, SW480 rereplic -4%, KB-3-1 tox 2%, D3 ag 7, IL-1B inflam inh 15 and HT1080 IDH1KD tx 22%.
For COc1ccc(CCNC(=O)/C=C/c2ccco2)cc1OC the results were GLP-1R agonist 18%, D3 antag 20, KB-V1 MDR tox 0%, HT1080-NT tox 18%, SW480 rereplic -10%, KB-3-1 tox -5%, D3 ag 5, IL-1B inflam inh 7 and HT1080 IDH1KD tx 5%.
CC1=C(C(=O)NC2CCC(C)CC2)C2(CCC(C)CC2)OC1=O (configuration not stated) was read as GLP-1R agonist -4%, D3 antag -22, KB-V1 MDR tox -3%, HT1080-NT tox 12%, SW480 rereplic -3%, KB-3-1 tox -1%, D3 ag -6, IL-1B inflam inh 12 and HT1080 IDH1KD tx 8%.
`Clc1cncc(Cl)c1NNc1c2ccccc2nc2ccccc12` gave GLP-1R agonist 3%, D3 antag 6, KB-V1 MDR tox -13%, HT1080-NT tox 0%, SW480 rereplic 8%, KB-3-1 tox -4%, D3 ag 5, IL-1B inflam inh 19 and HT1080 IDH1KD tx -7%.
Screening O=C(Cn1ccc2ccccc2c1=O)NCCC(=O)NC1CCN(Cc2ccccc2)CC1 returned GLP-1R agonist 3%, D3 antag 0, KB-V1 MDR tox -9%, HT1080-NT tox -3%, SW480 rereplic 1%, KB-3-1 tox -1%, D3 ag -8, IL-1B inflam inh 0 and HT1080 IDH1KD tx -19%.
Screening CC12CC(c3ccccc3O1)C(C(=O)N1CCOCC1)C(=O)N2 (configuration not stated) returned GLP-1R agonist 0%, D3 antag -29, KB-V1 MDR tox 0%, HT1080-NT tox 4%, SW480 rereplic 18%, KB-3-1 tox -3%, D3 ag -5, IL-1B inflam inh 4 and HT1080 IDH1KD tx 23%.
For O=C1C(=O)N(Cc2ccncc2)C(c2ccccc2F)/C1=C(\O)c1ccc2c(c1)OCCO2 (configuration not stated) the results were GLP-1R agonist -6%, D3 antag -19, KB-V1 MDR tox 26%, HT1080-NT tox 5%, SW480 rereplic 1%, KB-3-1 tox 2%, D3 ag -10, IL-1B inflam inh -6 and HT1080 IDH1KD tx 8%.
`Cc1ccc(Nc2nnc(SCC(=O)Nc3ncc(S(=O)(=O)c4ccc([N+](=O)[O-])cc4)s3)s2)cc1` gave GLP-1R agonist -7%, D3 antag -5, KB-V1 MDR tox -16%, HT1080-NT tox 3%, SW480 rereplic inconclusive, KB-3-1 tox inconclusive, D3 ag -2, IL-1B inflam inh 4 and HT1080 IDH1KD tx -11%.
COc1ccc(OC)c(-c2nc(CN3CCN(C(=O)c4ccco4)CC3)c(C)o2)c1 was read as GLP-1R agonist 3%, D3 antag 1, KB-V1 MDR tox -18%, HT1080-NT tox 3%, SW480 rereplic -4%, KB-3-1 tox 8%, D3 ag 2, IL-1B inflam inh -4 and HT1080 IDH1KD tx 5%.
Screening O=C(Nc1ccccc1C(=O)NCC1CCCO1)c1ccco1 (configuration not stated) returned GLP-1R agonist 11%, D3 antag 9, KB-V1 MDR tox 5%, HT1080-NT tox 8%, SW480 rereplic -3%, KB-3-1 tox 4%, D3 ag 5, IL-1B inflam inh -20 and HT1080 IDH1KD tx -1%.
Screening CN=C1S/C(=C\c2ccc(Cl)cc2)C(=O)N1C returned GLP-1R agonist 19%, D3 antag 8, KB-V1 MDR tox -1%, HT1080-NT tox 12%, SW480 rereplic 23µM*, KB-3-1 tox 1%, D3 ag -10, IL-1B inflam inh -17 and HT1080 IDH1KD tx 13%.
CC(=O)c1ccc(NC(=S)NC(NC(=O)c2ccco2)C(Cl)(Cl)Cl)cc1 (configuration not stated) was read as GLP-1R agonist -17%, D3 antag 13, KB-V1 MDR tox -23%, HT1080-NT tox inconclusive, SW480 rereplic -5%, KB-3-1 tox 0%, D3 ag -7, IL-1B inflam inh -19 and HT1080 IDH1KD tx -3%[9.24 µM].
COc1ccc2c(C(=O)CN3CCN(CCO)CC3)c[nH]c2c1 was read as GLP-1R agonist 3%, D3 antag 33, KB-V1 MDR tox 0%, HT1080-NT tox 5%, SW480 rereplic 0%, KB-3-1 tox 0%, D3 ag -17, IL-1B inflam inh 11 and HT1080 IDH1KD tx -1%.
Screening O=C(c1ccccc1Br)N1CCN(c2ccc([N+](=O)[O-])c(N3CCOCC3)c2)CC1 returned GLP-1R agonist -3%, D3 antag 1, KB-V1 MDR tox -9%, HT1080-NT tox 13%, SW480 rereplic -11%, KB-3-1 tox -2%, D3 ag -1, IL-1B inflam inh -1 and HT1080 IDH1KD tx 23%.
For COC(=O)[C@H](C(C)C)N(Cc1ccccc1)S(=O)(=O)CCN1CCCC1 the results were GLP-1R agonist -3%, D3 antag -59*, KB-V1 MDR tox 0%, HT1080-NT tox -3%, SW480 rereplic -4%, KB-3-1 tox -6%, D3 ag -39, IL-1B inflam inh -6 and HT1080 IDH1KD tx -6%.
For CN(C)c1ccc(N=Cc2ccco2)cc1 the results were GLP-1R agonist -6%, D3 antag -9, KB-V1 MDR tox 5%, HT1080-NT tox -28%, SW480 rereplic inconclusive, KB-3-1 tox -16%, D3 ag -19, IL-1B inflam inh 1 and HT1080 IDH1KD tx inconclusive.
COc1cccc(NC(=S)NC(Cc2ccccc2)c2ccccc2)c1 (configuration not stated) was read as GLP-1R agonist 4%, D3 antag -8, KB-V1 MDR tox inconclusive, HT1080-NT tox -19%, KB-3-1 tox 0%, D3 ag -4, IL-1B inflam inh -7 and HT1080 IDH1KD tx -27%.

Already shown: entries from further up.
For COC(=O)[C@H](C(C)C)N(Cc1ccccc1)S(=O)(=O)CCN1CCCC1 the results were GLP-1R agonist -3%, D3 antag -59*, KB-V1 MDR tox 0%, HT1080-NT tox -3%, SW480 rereplic -4%, KB-3-1 tox -6%, D3 ag -39, IL-1B inflam inh -6 and HT1080 IDH1KD tx -6%.
For CN(C)c1ccc(N=Cc2ccco2)cc1 the results were GLP-1R agonist -6%, D3 antag -9, KB-V1 MDR tox 5%, HT1080-NT tox -28%, SW480 rereplic inconclusive, KB-3-1 tox -16%, D3 ag -19, IL-1B inflam inh 1 and HT1080 IDH1KD tx inconclusive.
COc1cccc(NC(=S)NC(Cc2ccccc2)c2ccccc2)c1 (configuration not stated) was read as GLP-1R agonist 4%, D3 antag -8, KB-V1 MDR tox inconclusive, HT1080-NT tox -19%, KB-3-1 tox 0%, D3 ag -4, IL-1B inflam inh -7 and HT1080 IDH1KD tx -27%.
